High-throughput results from PubChem.
GLP-1R agonist: activates the human GLP-1 receptor; Potency, µM (titrated, usually from 45.6 µM), inactives show at the top dose activation, most hits filed as activators; P43220; 0.007% of 380,000 active; HEK293 GLP-1R CRE-luciferase, luminescence, 4-6 h; cells express a hypersensitive GLP-1R form; also: potency is read from the fitted curve at half-maximal effect; % of control where 0% means no effect
Target sequence (P43220 whole entry, looked up): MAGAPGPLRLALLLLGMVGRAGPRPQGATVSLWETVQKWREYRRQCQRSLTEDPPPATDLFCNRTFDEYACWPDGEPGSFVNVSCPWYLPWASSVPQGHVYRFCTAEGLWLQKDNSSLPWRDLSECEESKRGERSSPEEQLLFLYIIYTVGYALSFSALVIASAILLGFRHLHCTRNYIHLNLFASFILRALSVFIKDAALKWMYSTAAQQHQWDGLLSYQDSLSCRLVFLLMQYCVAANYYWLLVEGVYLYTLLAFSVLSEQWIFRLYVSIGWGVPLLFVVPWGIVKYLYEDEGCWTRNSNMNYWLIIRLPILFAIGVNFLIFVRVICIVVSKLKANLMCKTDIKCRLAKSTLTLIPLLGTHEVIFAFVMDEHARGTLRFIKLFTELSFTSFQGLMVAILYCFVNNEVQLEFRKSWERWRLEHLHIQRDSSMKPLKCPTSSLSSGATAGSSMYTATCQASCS
HT1080 IDH1KD tx: kills HT-1080 cells with IDH1 knockdown; 2% of 360,000 active; HT-1080 IDH1 knockdown viability, ATP luminescence, 48 h; AID 686971; Potency, µM (top dose mostly 46.1 µM), without a hit: top-dose activity, negative = toxicity, actives largely listed as cytotoxic;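 also: potency is read from the fitted curve at half-maximal effect; 0% = DMSO wells and -100% = cell-free medium wells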
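After a 2 h attachment period, IDH1KD HT-1080 cells took pin-transferred compound for 48 h at 37 °C; ATP-based luminescence after 10 min room-temperature reagent incubation reported viability.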
KB-3-1 cytotox: KB-3-1 parental cell cytotoxicity; KB-3-1 viability, CellTiter-Glo ATP luminescence, 72 h; Potency, µM (top dose mostly 46.1 µM), for inactives: at the highest dose activity change, negative = cytotoxic, usual class: cytotoxic; 1.4% of 400,000 active; also: potency is read from the fitted curve at half-maximal effect; % is scaled to controls: 0 for no effect and ±100 for the full control effect; nearly all actives have a fitted effect of over 60% in size
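Parental KB-3-1 adenocarcinoma cells in phenol-red-free DMEM with 10% FBS were pin-treated with compounds at several concentrations, incubated 72 h at 37 °C, and viability read by CellTiter-Glo luminescence; concentration-effect curves were fitted after normalization.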
KB-V1 MDR tox: kills drug-selected multidrug resistant KB-V1 cells | KB-V1 MDR cells viability, CellTiter-Glo, 72 h | Potency, µM (titrated, usually from 46.1 µM), without a hit: at the top dose activity change, negative = cytotoxicity, most hits filed as cytotoxic | 3.4% of 400,000 active; also: potency is read from the fitted curve at half-maximal effect; % is scaled to controls: 0 for no effect and ±100 for the full control effect; nearly all actives have a fitted effect of over 60% in size
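Drug-selected KB-V1 cells, grown in DMEM lacking phenol red with 10% FBS, receive compound titrations; after three days at 37 degrees C, surviving cell ATP is quantified by CellTiter-Glo luminescence and responses normalized and curve-fitted.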
DRD3 antagonist: blocks the human D3 dopamine receptor; max response, negative = inhibition, %; D3R cells, DiscoveRx beta-arrestin luminescence, antagonist mode; active compounds read low; P35462; 2.5% of 360,000 active; in the data active = max response below about -50%; inconclusive = no clear call, values can overlap the other calls; also: % is scaled to controls: 0 for no effect and ±100 for the full control effect; mostly tested at two doses, the higher about 12 µM
Target sequence (P35462 whole entry, looked up): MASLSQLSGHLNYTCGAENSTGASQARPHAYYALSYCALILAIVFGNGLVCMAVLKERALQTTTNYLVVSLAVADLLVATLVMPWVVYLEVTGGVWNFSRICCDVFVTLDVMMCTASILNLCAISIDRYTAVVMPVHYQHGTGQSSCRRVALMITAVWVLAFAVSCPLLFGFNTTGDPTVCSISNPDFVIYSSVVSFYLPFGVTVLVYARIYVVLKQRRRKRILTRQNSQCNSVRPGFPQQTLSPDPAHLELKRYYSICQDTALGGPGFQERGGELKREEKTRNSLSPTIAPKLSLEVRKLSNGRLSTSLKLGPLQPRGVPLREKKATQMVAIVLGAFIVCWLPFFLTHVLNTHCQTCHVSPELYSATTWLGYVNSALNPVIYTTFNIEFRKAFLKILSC
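Cells plated overnight at 1500 cells/well, then exposed to library compounds with dopamine controls for 90 minutes at 37 degrees C. DiscoveRx reagent added for 30–60 minutes at room temperature; luminescence read, quantitative HTS format.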
HT1080-NT tox: kills 2HG-producing HT-1080-NT fibrosarcoma cells | HT-1080-NT fibrosarcoma viability, CellTiter-Glo ATP luminescence, 48 h | AID 686970 | 1.6% of 360,000 active | Potency, µM (doses to about 46.1 µM), for the others: top-dose activity, negative = less viability, actives largely listed as cytotoxic;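 also: NT is the 2HG producing partner of a matched IDH1 knockdown line; potency is read from the fitted curve at half-maximal effect; 0% = DMSO-treated cells and -100% = media-only wells without cells; nearly all actives have a fitted effect of over 55% in size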
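Compounds were tested in concentration-response format on HT-1080-NT cells for 48 hours at 37 degrees C. Cell viability came from CellTiter-Glo luminescence; curves were classified by r2, response magnitude and activity.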
IL-1B inflam inh: blocks inflammasome-driven IL-1 beta release | THP-1 LPS/ATP IL-1B secretion, AlphaLISA, 16 h; active compounds read low | activity change, % at 57.5 µM | 4.7% of 360,000 active | AID 743279; in the data active = activity change below about -50%; inconclusive = mostly about -30% to -49%; also: % is scaled to controls: 0 for no effect and ±100 for the full control effect
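Secreted IL-1B measured by AlphaLISA bead assay after 16 h compound exposure of THP-1 cells; compounds (final up to 57.5 uM) added 1 h before LPS (250 ng/mL) and ATP (1.25 mM) stimulation; lower signal means less secretion.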
D3 ag: activates the human D3 dopamine receptor | 0.58% of 410,000 active | P35462 | D3R DiscoveRx beta-arrestin cells, luminescence, 90 min | max activation, %; in the data active = max activation above about 30%; also: 0% is about no effect; mostly tested at two doses, the higher about 12 µM
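Agonist mode: compounds and dopamine controls were applied to plated cells for 90 min at 37 degrees C after an overnight attachment at 1500 cells/well. Luminescent read-out followed 30 - 60 minutes at room temperature with DiscoveRx detection reagent.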
SW480 rerep: inducers of DNA re-replication in SW480 colon cancer cells; Potency, µM (doses to about 46.1 µM), inactives show top-dose re-replication activation, hits mostly activators; 1.8% of 340,000 active; SW480 DNA re-replication, Hoechst DNA content imaging, 48 h; also: potency is read from the fitted curve at half-maximal effect; % of control where 0% means no effect; nearly all actives have a fitted effect of over 55% in size
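250 cells/well; 23 nL cpd via pin tool; 48 hr, 37 C, 5% CO2; Hoechst 40 min; imager read of total nuclear intensity, ex 405/em 500-530 nm.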
The depositor's hits bear a star; ? = inconclusive; nt = not tested or not shown; & = joins results of further samples; [ ] = dose if it differs, or a comment. Unless noted, calls follow the shape of the dose curve; as a rule, active = well fitted curve in the direction sought with a large enough effect; inconclusive = small, poorly fitted or top-dose-only effect, or another doubt; inactive = no such curve, though single readings can be large; an effect the other way counts as inactive or inconclusive.

Under each structure – GLP-1R agonist	HT1080 IDH1KD tx	KB-3-1 cytotox	KB-V1 MDR tox	DRD3 antagonist	HT1080-NT tox	IL-1B inflam inh	D3 ag	SW480 rerep
O=C(CCn1c(=S)oc2ccccc21)NC1CCCCC1
 : 9%	2%	-1%	-8%	6	21%	-4	-13	12%
O=C(O)CC(Cc1ccc(Cl)cc1)C(=O)Nc1ccccc1 (configuration not stated)
 : -2%	3%	0%	18%	76	2%	13	0	-11%
CCCCNc1ccc(C(CC(N)=O)NC(=O)c2ccccc2)cc1[N+](=O)[O-] (configuration not stated)
 : -3%	0%	8%	-12%	0	-2%	-12	0	-7%
COc1ccc(-c2cccc(NC(=O)c3cccs3)c2)nn1
 : 12%	-11%	-5%	-7%	3	11%	8	6	1%
CCCCOCCCNC(=O)C[C@@H]1C[C@@]2(C(=O)OC)CC(C)(C)CC=C2N(Cc2ccco2)C1=O
 : nt	-3%	5%	-27%	?	-1%	-2	-13	nt
Cn1c(SCc2ccccc2F)nc2ccccc2c1=O
 : 9%	-19%	-6%	-10%	1	-21%	-19	3	-2%
COc1ccc(N/C=C\C(=O)c2ccc3c(c2)OCO3)cc1
 : -3%	?	?	?	?	-24%	-6	1	-2%
N#C/C(=C\c1ccc(OCc2ccc(Br)cc2)cc1)C(=O)Nc1cccc(C(=O)O)c1
 : 5%	21%	-1%	2%	-14	19%	-21	-14	-10%
COC(=O)C[C@@H]1CC[C@H](NC(=O)c2ccccc2)[C@@H](CO)O1
 : nt	15%	-1%	0%	0	17%	7	6	nt
Cc1cc(C)cc(Cn2cc(CN3CC(N4CCCC4)CS3(=O)=O)nn2)c1 (configuration not stated)
 : -2%	5%	20%	-2%	7	0%	-18	-1	nt
O=C(CC(=O)N/N=C\c1cccc(Cl)c1Cl)NCc1ccccc1
 : -2%	0%	-7%	?	10	1%	21	6	1%
C[C@H]1CN([C@@H](C)CO)C(=O)CCCn2nncc2CO[C@@H]1CN(C)C(=O)Nc1cccc2ccccc12
 : 18%	-13%	13%	-8%	14	4%	10	3	nt
CCn1c(/C=C/N(C(C)=O)c2ccccc2)[n+](CCCS(=O)(=O)[O-])c2cc(Cl)c(Cl)cc21
 : 13%	5%	5%	5%	4	4%	-23	6	2%
COc1cc(/C=C/C(=O)OCC(=O)c2c[nH]c3ccccc23)ccc1OC(F)F
 : 17%	-14%	-14%	-10%	11	-3%	6	1	-2%
CCn1c(SCC(=O)NCc2cccs2)nnc1-c1ccncc1
 : -3%	3%	10%	0%	7	-6%	6	-5	12%
COc1ccc(N2CCc3c(C)nc(SC)nc32)cc1
 : ?	-8%	8%	?	3	-3%	48	6	-48%[inhibitor]
COCc1nnc(NC(=O)C23CC4CC(CC(C4)C2)C3)s1
 : -4%	0%	2%	-15%	3	0%	13	5	-5%
CC(C)(C)c1cc(=O)[nH]c(SCc2ccccc2Cl)n1
 : 12%	-16%	0%	-1%	13	-9%	28	14	-139%[inhibitor]
COc1ccc(C2C(C(=O)O)CCC(=O)N2c2ccc(C)cc2)cc1OC (configuration not stated)
 : 1%	9%	6%	11%	8	0%	9	-3	-17%
COc1ccc2[nH]c3c(=O)n(Cc4ccco4)cnc3c2c1
 : -4%	2%	16%	-14%	?	3%	-20	-3	1%
CS(=O)(=O)Nc1cccc(-c2cn3c(n2)SCC3)c1
 : -2%	1%	-7%	-8%	14	2%	-8	5	44%
Cc1cccc(C)c1NC(=O)C(C1CC1)n1c(=O)c(-c2cc3ccccc3[nH]2)nc2ccccc21 (configuration not stated)
 : nt	?	?	?	15	-4%	-7	5	nt
O=C(CCNC(=O)c1ccc(Cl)cc1)Nc1ccccc1N1CCCCC1
 : 18%	12%	-20%	0%	33	11%	-10	-1	0%
Cn1nc(C(F)(F)F)c(/C=N/OC(=O)c2ccccc2Cl)c1SCc1ccccc1Cl
 : -1%	-25%	?	?	-4	?	-2	-4	?
C=CCn1c(CCNC(=O)c2ccc(Cl)c(Cl)c2)nnc1SCCOc1ccc(OC)cc1
 : 1%	?	-9%	5.2µM*	6	?	?	-15	10%
Cc1c(Cl)cccc1N(CC(=O)N1CCCCCC1)S(C)(=O)=O
 : 2%	-22%	-4%	-5%	-10	-16%	-6	7	2%
O=C(O)CCc1[nH]c2ccccc2c1Sc1ccccc1
 : 1%	-14%	15%	5%	-67*	1%	32	-19	0%
O=CNCCCc1nc2ccccc2n1CCc1ccccc1
 : 2%	-4%	-3%	-9%	0	17%	-12	-12	-2%
COc1ccc(OC)c(C(c2nnnn2C2CCCC2)N2CCN(c3ccccc3)CC2)c1 (configuration not stated)
 : 9%	-6%	-14%	?	24	-3%	-17	-32	12%
COc1ccc(N2CCN(CCCNC(=O)c3c(C)nn(-c4ccc(F)cc4)c3-n3cccc3)CC2)cc1
 : -12%	nt	?	?	nt	nt	nt	-1	nt
C=CCN1C(=O)C(CC(=O)O)SC1=Nc1c(C)n(C)n(-c2ccccc2)c1=O (configuration not stated)
 : 6%	3%	6%	16%	0	3%	30	1	-10%
O=C(COc1ccccc1/C=C1\SC(=O)NC1=O)Nc1ccccc1
 : 1%	-2%	-13%	-5%	0	-2%	5	-10	-3%
O=C(O)Cn1cnc2scc(-c3ccccc3)c2c1=O
 : 9%	?	-3%	1%	6	20%	23	1	-2%
CCc1c(C)nc(N)nc1Cl
 : 12%	12%	2%	11%	-2	?	4	14	-1%
CCC(Sc1nc(N)c(NC(=O)c2ccc(OC)c(OC)c2)c(=O)[nH]1)C(=O)OC (configuration not stated)
 : 3%	5%	-3%	-14%	-10	5%	10	-9	-8%
O=C(NCCCNC(=O)c1cnccn1)c1ccc(Cl)c(Cl)c1
 : 3%	-2%	0%	4%	-11	10%	46	6	-20%
Nc1ncnc2c1ncn2[C@@H]1O[C@H](C(=O)N2CCC(F)(F)CC2)[C@@H](O)[C@H]1O
 : -5%	10%	0%	3%	3	3%	17	12	nt
N#Cc1ccc2c(c1)nnn2-c1ccccc1
 : 16%	7%	-25%	9.2µM*	11	9%	nt	3	3%
S=C(NCCc1ccccn1)Nc1ccccc1
 : -2%	9%	-4%	-10%	?	12%	-14	-5	0%
Cc1ccc(S(=O)(=O)N2CCC(NC(=O)C3CCCCC3)CC2)cc1
 : 1%	23%	9%	3%	10	13%	13	23	-6%
Cc1ncc(CO)c2cc(-c3nnc(Nc4ccc5c(c4)OCO5)s3)c(=O)oc12
 : -1%	7%	-2%	5%	2	0%	10	-1	-14%
CCOC(=O)C(CO)NC(=O)C1(NC(C)=O)CCCC1 (configuration not stated)
 : 4%	14%	1%	10%	14	25%	-3	4	-10%
Cc1cccn2c(=O)c3cc(C(=O)NCc4cccnc4)c(=N)n(C(C)C)c3nc12
 : 2%	-4%	6%	-7%	7	-1%	-10	3	?
COc1ccc(C2c3c(-c4ccccc4)n[nH]c3C(=O)N2c2ccc(C(=O)O)cc2)cc1 (configuration not stated)
 : -4%	-8%	0%	1%	5	5%	9	11	-6%
COC(=O)c1ccc(CSc2ccc3nnc(-c4ccc(OC)c(OC)c4)n3n2)o1
 : 21%	3%	0%	7.3µM*	40	6%	0	4	-18%
O=[N+]([O-])c1cc(S(=O)(=O)N2CCCC2)ccc1OCCOc1ccccc1
 : 6%	-5%	-1%	-1%	-16	10%[9.24 µM]	?	-8	-4%
CCC(=O)NCCc1sc2nc(-c3ccc(OC)cc3)nn2c1C
 : 8%	nt	2%	?	nt	nt	nt	9	nt
CCCCN(CC)C(=O)c1cc2c(=O)n3cccc(C)c3nc2s1
 : 26%	5%	0%&-7%	-12%&0%	0	1%	27	5&2	?

Some of the entries above in another layout.
molecule: COc1ccc(N/C=C\C(=O)c2ccc3c(c2)OCO3)cc1
- GLP-1R agonist: -3%
- HT1080 IDH1KD tx: ?
- KB-3-1 cytotox: ?
- KB-V1 MDR tox: ?
- DRD3 antagonist: ?
- HT1080-NT tox: -24%
- IL-1B inflam inh: -6
- D3 ag: 1
- SW480 rerep: -2%

molecule: N#C/C(=C\c1ccc(OCc2ccc(Br)cc2)cc1)C(=O)Nc1cccc(C(=O)O)c1
- GLP-1R agonist: 5%
- HT1080 IDH1KD tx: 21%
- KB-3-1 cytotox: -1%
- KB-V1 MDR tox: 2%
- DRD3 antagonist: -14
- HT1080-NT tox: 19%
- IL-1B inflam inh: -21
- D3 ag: -14
- SW480 rerep: -10%

molecule: COC(=O)C[C@@H]1CC[C@H](NC(=O)c2ccccc2)[C@@H](CO)O1
- GLP-1R agonist: nt
- HT1080 IDH1KD tx: 15%
- KB-3-1 cytotox: -1%
- KB-V1 MDR tox: 0%
- DRD3 antagonist: 0
- HT1080-NT tox: 17%
- IL-1B inflam inh: 7
- D3 ag: 6
- SW480 rerep: nt

molecule: Cc1cc(C)cc(Cn2cc(CN3CC(N4CCCC4)CS3(=O)=O)nn2)c1 (configuration not stated)
- GLP-1R agonist: -2%
- HT1080 IDH1KD tx: 5%
- KB-3-1 cytotox: 20%
- KB-V1 MDR tox: -2%
- DRD3 antagonist: 7
- HT1080-NT tox: 0%
- IL-1B inflam inh: -18
- D3 ag: -1
- SW480 rerep: nt

Not a hit list; about 12% have a hit in one of these screens.
